High-throughput results as filed in PubChem BioAssay.
V-ATPase pHluor – regulators of yeast V-ATPase proton pumping, primary screen, pHLuorin cytosolic pH fluorescence | AID 504577, 2011 | actives 0.37% (n = 350,000) | S. cerevisiae | response, % at 10 µM; in the data active means response mostly above about 7.3%, no sharp cut-off; inactive means mostly below about 5.4%; further: actives read high; inactives centre near 0; some compounds called inactive have numbers as strong as hits; reference of the scale not given here
CDK5 p35 inh – inhibitors of human CDK5/p35 kinase, primary screen, biochemical, single concentration; actives 0.01% (n = 330,000); Cyclin-dependent kinase 5 (Homo sapiens) + Cyclin-dependent kinase 5 activator 1 (Homo …; Recombinant CDK5/p35, ADP-Glo luminescence, 60 min; inhibition, % at 10 µM;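 active means highest replicate inhibition of at least 50% and at least 75% of replicates reaching 50%; inconclusive means only one of the two criteria met; inactive means both criteria failed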;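 further: plate controls were DMSO neutral control for no effect and GW8510 at 10 µM for full effect; many of its hits are not listed in these tables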
Target sequence (Q00535 whole entry, looked up): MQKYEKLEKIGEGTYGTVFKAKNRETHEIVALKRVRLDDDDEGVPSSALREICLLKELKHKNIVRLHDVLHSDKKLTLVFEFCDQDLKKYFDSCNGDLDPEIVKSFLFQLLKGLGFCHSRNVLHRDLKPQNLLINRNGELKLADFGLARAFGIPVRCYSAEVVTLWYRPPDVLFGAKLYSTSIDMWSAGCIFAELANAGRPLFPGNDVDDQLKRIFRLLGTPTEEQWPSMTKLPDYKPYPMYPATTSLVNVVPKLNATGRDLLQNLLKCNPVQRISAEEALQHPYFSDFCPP
Target sequence (Q15078 whole entry, looked up): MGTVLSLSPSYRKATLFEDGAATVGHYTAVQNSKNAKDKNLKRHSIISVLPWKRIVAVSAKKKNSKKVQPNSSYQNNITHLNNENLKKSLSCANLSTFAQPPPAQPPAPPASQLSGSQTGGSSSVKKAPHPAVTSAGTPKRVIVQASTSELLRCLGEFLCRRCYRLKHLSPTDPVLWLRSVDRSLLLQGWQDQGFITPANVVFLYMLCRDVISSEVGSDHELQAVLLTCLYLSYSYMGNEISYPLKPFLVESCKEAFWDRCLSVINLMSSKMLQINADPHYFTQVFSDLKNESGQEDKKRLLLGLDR
cardiac RTF act – cardiac RTF calcium sensitivity activators, primary screen, biochemical, IANBD-TnC fluorescence, EC20 calcium; IANBD-labeled TnC RTF fluorescence at EC20 calcium; 0% EC20 calcium, 100% full calcium; activation, % at 7.2 µM; AID 493008, 2010; actives 0.24% (n = 340,000);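 active means activation above the mean over all tested compounds plus 3 SD, cut at about 30% in these data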;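 further: rise in fluorescence read as greater calcium sensitivity of cardiac thin filaments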
Rtt109 HAT inh – inhibitors of C. albicans Rtt109/Vps75 HAT, primary screen, biochemical, ThioGlo CoA-SH fluorescence, plate reader. AID 540336, 2011. actives 0.16% (n = 330,000). inhibition, % at 34.9 µM. Histone acetyltransferase RTT109 (Candida albicans (strain SC5314 / ATCC MYA-2876)), …. purified Rtt109/Vps75, 4 h;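 active means inhibition of at least 50% in every replicate; inconclusive means best replicate reaches 50% inhibition but some replicates fall short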
Target sequence (Q5AAJ8 whole entry, looked up): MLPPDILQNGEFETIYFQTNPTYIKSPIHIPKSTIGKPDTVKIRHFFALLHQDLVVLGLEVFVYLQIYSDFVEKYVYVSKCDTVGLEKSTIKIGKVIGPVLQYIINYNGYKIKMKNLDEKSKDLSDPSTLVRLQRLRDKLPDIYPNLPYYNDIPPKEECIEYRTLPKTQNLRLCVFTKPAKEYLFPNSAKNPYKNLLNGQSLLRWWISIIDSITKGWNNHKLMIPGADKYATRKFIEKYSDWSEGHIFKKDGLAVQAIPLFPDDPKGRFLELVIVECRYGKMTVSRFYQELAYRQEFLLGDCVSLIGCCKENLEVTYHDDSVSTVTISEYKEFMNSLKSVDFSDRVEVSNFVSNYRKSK
CAL PDZ FP-1 – untagged CAL PDZ binding inhibitors, primary screen, biochemical, fluorescence polarization, HTS. actives 0.92% (n = 300,000). inhibition, % at 24.9 µM. Golgi-associated PDZ and coiled-coil motif-containing protein (Homo sapiens), Q9HD26. purified CAL PDZ, TMR-peptide fluorescence polarization, 1 h. AID 602252, 2012;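 active means mean inhibition of at least 30% with at least half of replicates also reaching 30%; inconclusive means no clear call, values can overlap the other calls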;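 further: 0% = DMSO neutral control and 100% = excess unlabeled competitor peptide PRC23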
CAL PDZ FP-2 – CAL PDZ peptide-binding inhibitors, primary screen, biochemical, fluorescence polarization, Cer-tagged CAL PDZ, HTS; Golgi-associated PDZ and coiled-coil motif-containing protein (Homo sapiens), Q9HD26; purified CAL PDZ, TMR-peptide fluorescence polarization, 1 h; inhibition, % at 20 µM; actives 0.02% (n = 330,000); AID 504414, 2011;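 active means highest replicate inhibition of at least 40%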;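 further: plate controls were DMSO neutral control wells for no effect and unlabeled competitor peptide control wells for full effect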
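System: purified tagged CAL PDZ domain construct (CerCALP). Schedule: 1 h incubation at room temperature before polarization reading. Medium: 25 mM sodium phosphate pH 7.4, 150 mM NaCl, TCEP, IgG, Thesit. Read-out: percent inhibition from loss of millipolarization. Measured by: FP readout, S and P plane fluorescence. Probe or stimulus: fluorescent TMR peptide probe.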
dFosB activator – activators of delta FosB homodimer, primary screen, biochemical, fluorescence polarization, TAMRA-CDK5 oligo, single point. AID 493131, 2011. purified delta FosB; percent of positive-control signal above neutral wells. actives 0.99% (n = 340,000). activation, % at 25 µM. Protein FosB (Mus musculus), P13346;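 active means mean activation above about 17%, with every replicate also reaching it, limit read from the data, passing the limit was not always enough; inconclusive means only one of the two conditions met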;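 further: fluorescence polarization rise as delta FosB binds a TAMRA Cdk5 AP-1 oligo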
Wnt bcat act – Wnt/beta-catenin pathway activators, primary screen, cell-based, plate reader, single point. Wnt/beta-catenin reporter cell assay, activator. activation, % at 9.35 µM. actives 1.2% (n = 300,000); in the data active means activation above about 30%, passing the limit was not always enough; inconclusive means no clear call, values can overlap the other calls;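 further: 0% = neutral control wells and 100% = positive control wells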
MITF TRPM1 HTS – activators of MITF-driven TRPM1 promoter reporter, primary screen, cell-based, SK-MEL-5, luciferase, single point. actives 0.75% (n = 300,000). AID 588334, 2011. SK-MEL-5 TRPM1-promoter luciferase, 24 h; % of positive control, neutral wells = 0. activation, % at 12.5 µM;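 active means mean activation of at least 80% with every replicate also reaching 80%; inconclusive means mean reaches 80% but some replicate falls short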;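 further: 0% = neutral control wells and 100% = parthenolide positive control wells; values of inactives mirror those of a sister screen read the other way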
Tat export inh – E. coli Tat export inhibitors, primary screen, MC4100, TorA-mCherry reporter, fluorescence, single point | inhibition, % at 10 µM | actives 0.036% (n = 340,000);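 active means mean replicate inhibition at least 50% and at least half of replicates individually reaching 50%; inconclusive means only one of the two criteria met; inactive means neither criterion met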;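 further: exported cargo escapes ClpAP degradation while cytoplasmic cargo is degraded and loses fluorescence; 0% = median of neutral control wells and 100% = median of NaSCN control wells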
Numbers without * were called inactive; ? = inconclusive; / = no result given.

SMILES	V-ATPase pHluor	CDK5 p35 inh	cardiac RTF act	Rtt109 HAT inh	CAL PDZ FP-1	CAL PDZ FP-2	dFosB activator	Wnt bcat act	MITF TRPM1 HTS	Tat export inh
Cc1cccc(-c2ncc(CN3CCCC(CO)(Cc4cccc(Cl)c4)C3)cn2)c1 (stereo unspecified)	0	-1.3	5	-12	57*	16	-9	-1	-5	4
Cc1ccc(NC(=O)c2ncn(CCCN3CCN(Cc4cccc5ccccc45)CC3)n2)cc1C	1	-0.1	-12	-7	-2	-0.3	9	-1	-22	18
CCN(CC)S(=O)(=O)c1csc(C(=O)NC2CCCCC2)c1	0	0.0	7	-3	-4	0.5	-12	5	/	-5
Cn1nnnc1SCC(=O)Nc1ccc(Cl)cn1	1	0.6	-5	0	-6	-2.0	4	0	-7	-19
Cc1c(C(=O)Nc2ccc3c(c2)OCO3)sc2nc(-c3ccccc3)cn12	2	-3.0	3	-15	-3	-0.4	8	-13	-7	1
CCn1cnnc1SCC(=O)c1c(N)n(C2CC2)c(=O)[nH]c1=O	2	0.8	-2	5	-1	0.4	-2	0	-6	-6
COc1cc(OC)cc(C(=O)Nc2c(C)nn(-c3ccccc3)c2C)c1	3	-0.3	-3	30	/	-1.2	-2	-1	-6	1
O=C(Cn1cnc2cc([N+](=O)[O-])ccc2c1=O)Nc1ccccc1-c1ccccc1	0	0.6	2	-12	1	-3.1	0	0	-17	3
Cc1cccc(OCC(=O)NNC(=O)CCN2CCN(c3ccccc3)CC2)c1C	3	0.5	-3	-18	6	0.5	5	0	11	-11
COc1cc(C(=O)NNC(=O)CN2C(=O)NC(C)(c3ccc(C)cc3)C2=O)cc(OC)c1OC (stereo unspecified)	3	-0.8	-1	0	-1	-1.8	-6	3	-6	1
COc1ccc(C2C3=C(CCCC3=O)Nc3nc(SCc4ccccc4)nn32)cc1OC (stereo unspecified)	1	-0.6	2	/	3	-3.0	-1	/	/	-5
O=C(N/N=C/c1ccc(F)c(F)c1)c1cccc(S(=O)(=O)N2CCCCC2)c1	-3	1.4	-4	-4	-3	-1.4	-7	-6	11	-1
CCOC(=O)c1ccc(NC(=O)CCc2ccc(CC)o2)cc1	-2	1.2	3	13	2	-1.1	-10	-2	13	-4
O=C(Nc1ccc(Cl)cc1C(=O)NCc1cccnc1)c1ccc(Cl)cc1Cl	3	0.5	14	6	1	-1.7	-7	-2	-2	2
CCOc1nc2cnccc2n(CC(=O)Nc2cccc(C)c2C)c1=O	2	1.2	-1	-12	-4	-4.0	-4	-2	-3	-4
Cc1nn(C)c(Cl)c1CN1CCN(C2CCCC2)C(CCO)C1 (stereo unspecified)	-2	-3.1	-2	3	-3	0.6	4	0	0	-11
Cc1ccc(OCC(O)CNS(=O)(=O)c2ccccc2C(=O)N2CCCCC2)cc1 (stereo unspecified)	-5	-1.3	-4	-3	6	-2.2	3	/	/	5
Cc1ccc(Cc2cc(-c3ccc(C)cc3)n[nH]c2=O)cc1	-3	0.2	/	1	-4	-1.0	-10	0	/	8
Cc1ccc(OCCCCNC(C)(C)C)c([N+](=O)[O-])c1	11	-1.4	-4	9	7	-19	0	/	0	-3
CC(C)CC(NC(=O)OC(C)(C)C)c1cn([C@@H](CCCCNC(=O)OC(C)(C)C)C(=O)N2CCN(C(=O)OC(C)(C)C)CC2)nn1 (stereo partly specified)	-7	0.0	-8	-4	-1	0.4	-19	-6	-13	16
CCOC(=O)N1CCC(N2CCCC(C(=O)c3cc(C)c(OC)c(C)c3)C2)CC1 (stereo unspecified)	-4	1.0	-4	6	0	-1.2	-16	6	17	2
Cc1c(N=Cc2nc3ccccc3[nH]2)c(=O)n(-c2ccccc2)n1C	1	1.8	-2	2	-6	0.0	4	/	5	-9
Cc1ccc(NC(=O)COC(=O)c2cccc3c2C(=O)c2ccccc2C3=O)c(C)c1	0	0.6	9	10	-2	-0.9	9	/	-29	1
CCCc1cc(-c2n[nH]c(=S)n2C(C)c2ccccc2)cs1 (stereo unspecified)	-3	2.2	-2	14	-28	-3.1	-3	/	-16	11
Nc1c(N(CCCO)C(=O)C2CCCCC2)c(=O)[nH]c(=O)n1Cc1ccccc1	4	0.2	-1	-1	-2	-1.0	-3	-2	0	-3

An excerpt from above in order of their number in V-ATPase pHluor, smallest number first:
SMILES	V-ATPase pHluor	CDK5 p35 inh	cardiac RTF act	Rtt109 HAT inh	CAL PDZ FP-1	CAL PDZ FP-2	dFosB activator	Wnt bcat act	MITF TRPM1 HTS	Tat export inh
Cc1ccc(Cc2cc(-c3ccc(C)cc3)n[nH]c2=O)cc1	-3	0.2	/	1	-4	-1.0	-10	0	/	8
O=C(Cn1cnc2cc([N+](=O)[O-])ccc2c1=O)Nc1ccccc1-c1ccccc1	0	0.6	2	-12	1	-3.1	0	0	-17	3
Cc1c(N=Cc2nc3ccccc3[nH]2)c(=O)n(-c2ccccc2)n1C	1	1.8	-2	2	-6	0.0	4	/	5	-9

The main list resumes with the 4 entries that preceded the break.
SMILES	V-ATPase pHluor	CDK5 p35 inh	cardiac RTF act	Rtt109 HAT inh	CAL PDZ FP-1	CAL PDZ FP-2	dFosB activator	Wnt bcat act	MITF TRPM1 HTS	Tat export inh
Cc1c(N=Cc2nc3ccccc3[nH]2)c(=O)n(-c2ccccc2)n1C	1	1.8	-2	2	-6	0.0	4	/	5	-9
Cc1ccc(NC(=O)COC(=O)c2cccc3c2C(=O)c2ccccc2C3=O)c(C)c1	0	0.6	9	10	-2	-0.9	9	/	-29	1
CCCc1cc(-c2n[nH]c(=S)n2C(C)c2ccccc2)cs1 (stereo unspecified)	-3	2.2	-2	14	-28	-3.1	-3	/	-16	11
Nc1c(N(CCCO)C(=O)C2CCCCC2)c(=O)[nH]c(=O)n1Cc1ccccc1	4	0.2	-1	-1	-2	-1.0	-3	-2	0	-3
Cc1cc(Cl)ccc1OCC(=O)NCCCn1ccnc1	-3	-1.8	-1	-14	-5	-2.9	1	-3	-11	-1
CCOC(=O)c1nn(-c2ccc(Cl)cc2)cc1O	-6	-3.2	10	-2	6	-1.2	-6	?	101*	0
O=C(CN1C(=O)CSc2ccc(S(=O)(=O)N3CCCCC3)cc21)NCc1ccccc1	0	0.2	-10	2	-4	-1.8	5	0	-2	10
O=C(Nc1ccccc1Oc1cccnc1)C1CCCN(Cc2cccc(Cl)c2)C1 (stereo unspecified)	-2	1.9	-3	-2	-2	-1.8	-12	-3	-11	7
Cc1ccnc2nc(C(=O)OCC(=O)N(Cc3ccccc3)C(C)C)nn12	5	-2.5	-3	0	1	0.8	-8	-3	-10	-3
Cc1ccc(CS(=O)(=O)CCC(=O)NCc2ccc(F)cc2)cc1	0	/	-4	-2	0	-2.0	-1	4	0	-3
COc1cc(C2C(C(=O)C(C)(C)C)=C(O)C(=O)N2Cc2ccccc2)ccc1O (stereo unspecified)	2	1.1	-3	6	-4	-0.6	2	-1	/	-2
O=C(COC(=O)c1cc(-c2cccs2)nc2ccccc12)NCc1ccco1	1	1.3	-1	-64	-6	-2.9	-4	2	-6	-9
COc1ccc(CNC(=O)CCNS(=O)(=O)c2cc(Br)cnc2N)cc1	-4	1.1	4	12	-3	-2.7	-2	/	3	2
Nc1cc(N)nc(SCC(=O)NCCC2=CCCCC2)n1	-2	-0.3	-2	3	2	-0.9	2	0	5	0
CCCCOc1[nH]c2nc(-c3ccco3)n(Cc3ccco3)c(=N)c2c1C#N	2	0.1	22	3	5	/	-4	/	-5	-1
O=c1cccccc1NN=C1CCCCCC1	0	0.2	0	5	-1	-1.1	-9	?	/	-4
Cc1c(C)[n+](=O)c(-c2ccco2)c(C)n1[O-]	1	1.4	-7	-11	-2	-0.4	6	0	8	-3
Cc1ccc(C(=O)Nc2ccc(S(=O)(=O)N3CCOCC3)cc2)cc1C	-1	-0.6	6	9	-3	-0.5	-3	0	/	-10
Cc1[nH]n(-c2ccccc2)c(=O)c1C(c1ccc(C(=O)O)cc1)c1c(C)[nH]n(-c2ccccc2)c1=O	2	-2.1	3	3	1	1.2	-6	-1	-4	-5
CC(C)(C)C(=O)Nc1nnc(SCC(=O)NCc2cccs2)s1	1	-1.0	5	14	0	0.3	-2	1	/	-5
COc1cc(OC)cc(C(=O)Nc2cccc(N3CCCC3)c2)c1	-8	0.6	-1	1	-3	-2.4	3	-3	4	-2
CCOc1ccccc1N1CCN(C(=O)c2cc3c(C)cc(C)cc3[nH]2)CC1	-6	1.6	-2	-8	5	-0.9	-10	0	-12	12
O=C(O)CSCC(=O)NCc1csc2ccc(Cl)cc12	2	0.0	/	-12	-5	-1.1	3	0	/	-10
Cc1cc(Cl)ccc1OCC(=O)NCCCCc1ccccc1	5	0.5	-3	3	-2	-0.9	-16	-2	3	21
Cc1ccsc1-c1nc(CN(C)C(C2CC2)C2CC2)c(C)o1	18*	0.2	-1	6	0	-1.0	2	-1	3	5
Cc1nc2ccc(NC(=O)c3cccs3)cc2s1	1	-3.2	-1	-1	-5	-4.8	-12	25	121*	-4
O=C(Nc1cc2c(cc1Br)OCCO2)c1cccs1	0	-0.9	-7	2	-3	-0.4	2	/	47	-2
O=C(CSc1ccc(C(F)(F)F)cc1[N+](=O)[O-])Nc1ccccc1	-3	0.7	0	1	-4	0.1	-5	/	-3	-3
CC[n+]1c(/C=C/N(C)c2ccccc2)oc2ccc(Cl)cc21	-1	1.4	4	15	-3	-2.1	-4	-1	-24	7
CCOCCCNC(=O)c1ccccc1OC1CCN(S(C)(=O)=O)CC1	1	0.2	-1	-2	/	0.4	-6	0	14	1
Nc1nc(N2CCOCC2)cc(=O)[nH]1	6	2.9	1	-1	-4	-1.3	1	/	8	-4
COc1ccc(-n2c(=O)c3ccccc3n(CC(=O)NC3CCCC3)c2=O)c(OC)c1	1	0.7	-1	-4	/	-0.3	0	-2	-3	0
